Assay outcomes (PubChem)
procasp3 activ: procaspase-3 (human) activation. AID 463141. activation, % at 8.5 µM. recombinant procaspase-3 D3A, Ac-DEVD-pNA absorbance 405 nm. 0.11% of 330,000 active;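 active means activation above the mean of all tested compounds plus 3 SD, cut at about 21% in these data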;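 further: 0% = DMSO alone and 100% = DMSO wells spiked with extra 5 µM PC-3 D3A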
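material = Procaspase-3 D3A mutant | probe or stimulus = Ac-DEVD-pNA | compound = single dose, 8.5 µM nominal compound, 0.8% DMSO | timing = 1 h preincubation, 2 h reaction | measured by = 405 nm absorbance of p-nitroaniline, reads at 0 and 120 min | benchmarks = DMSO-only low control, 5 µM PC-3 D3A high control | repeats = singlicate, each compound tested once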
CTSL1 counter: blocks F. hepatica cathepsin L1 in PFM18AAP counter-screen | recombinant F. hepatica cathepsin L1, Z-Leu-Arg-MCA fluorescence | inhibition, % at 5.96 µM | 0.49% of 300,000 active | AID 1906;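 active means inhibition above the mean of all tested compounds plus 3 SD, set per screening campaign, cut at about 17% in these data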;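 further: 0% = plate median of test compound wells and 100% = 1 µM Z-Phe-Ala-diazomethylketone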
GRK2 aptamer HTS: inhibitors of human GRK2 displacing RNA aptamer; inhibition of aptamer binding, % at 10 µM; 0.59% of 330,000 active; bead flow cytometry, FAM-aptamer displacement from GRK2;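 active means inhibition of aptamer binding above 40%, roughly 3 SD of noise, on plates passing a quality check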;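 further: median bead fluorescence of bound FAM aptamer so fluorescent compounds give negative values; no value below 0 was filed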
core dimer inh: HCV core protein dimerization inhibition. TR-FRET GST/Flag-core106 dimerization, 1536-well. inhibition, % at 5 µM. 0.33% of 300,000 active;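 active means inhibition above the mean of all tested compounds plus 3 SD, set per screening campaign, cut at about 45% in these data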
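Material: Tagged HCV core106 pair (GST and Flag) | Amount: GST-core106 13.5 nM, Flag-core106 17 nM | Medium: KF-containing HEPES buffer, pH 7.45, DTT, CHAPS, BSA | Reagent: Eu donor and XL665 acceptor anti-tag antibodies | Schedule: 4 h at 22.5 °C | Technique: Time-resolved FRET, ex 340 nm, em 617 and 671 nm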
JMJD2C inh: human JMJD2C demethylase inhibition | Q9H3R0 | GST-JMJD2C(1-420) H3K9me3 demethylation, DELFIA europium | inhibition, % at 2.35 µM | 0.069% of 330,000 active;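 active means more than half of a compound's replicate wells show inhibition beyond 50%, single wells judged on their own value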;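 further: signal counts dimethyl H3K9 product captured on neutravidin plate; 0% = median of DMSO wells and 100% = 0.3 times that DMSO median; strong numbers were not always called active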
PP5 primary: PP5 (human) phosphatase inhibition. P53041. purified PP5c, OMFP substrate fluorescence. inhibition, % at 6.7 µM. 0.18% of 320,000 active. AID 1987;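 active means inhibition above the campaign's mean inhibition across all tested compounds plus 3 SD, cut at about 9.5% in these data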;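 further: 0% = DMSO only and 100% = 100 µM cantharidin control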
procasp7 counter: counter-screen for procaspase-3 activators: activators of human procaspase-7; 0.093% of 330,000 active; recombinant procaspase-7, Ac-DEVD-pNA absorbance 405 nm; D23A/D198A/D206A triple mutant, cannot self-cleave; scale: DMSO 0, 5 µM enzyme 100; activation, % at 8.5 µM; P55210;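 active means percent activation above the screen-wide mean plus 3 SD, cut at about 25% in these data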
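Assay system: Uncleavable procaspase-7 mutant enzyme; Input: 2 µM procaspase-7 mutant as dispensed; Also added: DEVD-pNA substrate; Medium: Zinc-free HEPES pH 7.4 with 300 mM NaCl, 0.01% Triton X-100; Timing: 1 h compound preincubation, 2 h substrate cleavage, 25 °C; Measured by: Epi-absorbance of released pNA at 405 nm, two timepoints.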
PP1 counter: PP1-alpha (human) inhibition in PP5 counter-screen; purified PP1alpha, OMFP fluorescence; 0.9% of 320,000 active; P62136; inhibition, % at 6.7 µM;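 active means inhibition above the mean inhibition of all tested compounds plus 3 SD, computed separately for each screening campaign, cut at about 15% in these data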
VLA-4 inh: inhibition in a human VLA-4 binding assay. P13612. VLA-4 expressing cells, ligand binding flow cytometry. inhibition, % (about 7 µM as worked out from the volumes in the protocol). 0.2% of 330,000 active. AID 2557; in the data active means inhibition above about 50%
The depositor's hits bear a star; / = no result given. Hits appear at their usual frequency (roughly 2.6% active in at least one column).

smiles,procasp3 activ,CTSL1 counter,GRK2 aptamer HTS,core dimer inh,JMJD2C inh,PP5 primary,procasp7 counter,PP1 counter,VLA-4 inh
CCCCCCCCCc1nc2sc3c(c2c(=O)n1NC(=O)c1ccc([N+](=O)[O-])cc1)CC(C)(C)OC3,2,2,1,10,12,1.9,6,3,20
Cc1ccc(S(=O)(=O)NNC(=O)c2ccc3ccccc3n2)cc1,-2,1,1,-6,7,2.0,3,6,6
Cc1[nH][nH]c(=O)c1C=NCc1ccc(Cl)cc1,8,-1,2,2,-5,2.7,7,-4,10
NNC(=O)COc1ccc(-c2n[nH]c(C(F)(F)F)c2-c2ccc(Br)cc2)c(O)c1,-3,6,4,1,-4,3.5,-4,0,0
Clc1ccc(CNc2nnnn2-c2ccccc2)c(Cl)c1,-8,2,2,3,-4,2.7,9,0,4
COc1ccc(Cc2nnc(NC(=O)c3cccc([N+](=O)[O-])c3)s2)cc1,-12,-2,0,-4,48,1.1,-8,7,8
C/C(CCc1ccc2c(c1)OCO2)=N\NC(=O)c1ccccc1Br,9,-3,0,0,13,2.0,-2,-2,-1
O=C(NCCOc1nc(N2CCOCC2)nc(N2CCOCC2)n1)Nc1ccc(Cl)cc1,-4,2,0,-2,2,2.8,0,-5,0
CC(C)c1ccc(NC(=O)C(c2ccccc2)N2CCC3(CC2)OCCO3)cc1 (stereo not drawn),1,1,4,0,23,0.9,11,0,16
Cc1ccc(S(=O)(=O)N2CCN=C2SCc2cccnc2)cc1,4,-2,0,-5,5,0.2,-8,-3,6
CC(=O)Nc1ccc(CN2CCN(Cc3ccc(F)c(F)c3)C(CCO)C2)cc1 (stereo not drawn),-2,-1,3,1,-21,0.8,8,-3,1
Cn1c(=O)c2c(nc(N3CCc4ccccc4C3)n2Cc2ccccc2F)n(C)c1=O,3,-7,0,3,3,1.4,-4,-26,-6
Cc1ccc(S(=O)(=O)N2CCCC2)cc1C(=O)NCc1ccccc1CN1CCCC1,-11,/,1,/,-2,-1.4,-10,-4,6
CC(=O)Oc1ccccc1C(=O)NC(C)CCc1ccccc1 (stereo not drawn),7,-7,0,-3,-8,0.1,4,1,9
COc1cc(S(=O)(=O)n2c(C)nc3ccccc32)ccc1F,1,5,0,-11,-6,-2.0,-2,5,-8

In a second layout: entries from further up.
Cn1c(=O)c2c(nc(N3CCc4ccccc4C3)n2Cc2ccccc2F)n(C)c1=O
  procasp3 activ: 3
  CTSL1 counter: -7
  GRK2 aptamer HTS: 0
  core dimer inh: 3
  JMJD2C inh: 3
  PP5 primary: 1.4
  procasp7 counter: -4
  PP1 counter: -26
  VLA-4 inh: -6
Cc1ccc(S(=O)(=O)N2CCCC2)cc1C(=O)NCc1ccccc1CN1CCCC1
  procasp3 activ: -11
  CTSL1 counter: /
  GRK2 aptamer HTS: 1
  core dimer inh: /
  JMJD2C inh: -2
  PP5 primary: -1.4
  procasp7 counter: -10
  PP1 counter: -4
  VLA-4 inh: 6
CC(=O)Oc1ccccc1C(=O)NC(C)CCc1ccccc1 (stereo not drawn)
  procasp3 activ: 7
  CTSL1 counter: -7
  GRK2 aptamer HTS: 0
  core dimer inh: -3
  JMJD2C inh: -8
  PP5 primary: 0.1
  procasp7 counter: 4
  PP1 counter: 1
  VLA-4 inh: 9

The list goes on:
smiles,procasp3 activ,CTSL1 counter,GRK2 aptamer HTS,core dimer inh,JMJD2C inh,PP5 primary,procasp7 counter,PP1 counter,VLA-4 inh
CCN(c1ccccc1)S(=O)(=O)c1ccc(Oc2ccc(-n3ccnc3)cc2)nc1,-2,-5,0,14,-2,4.0,4,15,-4
CCOC(=O)N1CCN(S(=O)(=O)N2CCCC(C(=O)NCc3ccc(OC)cc3OC)C2)CC1 (stereo not drawn),-3,-5,0,-1,-7,-2.7,3,-4,1
COC(=O)c1cc(=O)n(CCc2ccccc2F)c(=Nc2ccc(F)c(Cl)c2)s1,1,1,0,-5,0,-1.0,6,1,12
Nc1c(C(=O)Nc2ccc3c(c2)OCCO3)nnn1Cc1cccc(F)c1,6,4,0,-2,1,-1.0,2,-1,32
CCCc1nc(NCCO)c(C#N)c2c1CCCC2,-8,0,1,6,-3,1.5,1,2,2
CCCn1nnc(NC(=O)c2ccc(F)cc2)n1,9,-2,0,-6,-3,3.0,-2,-2,-7
CCCCn1c(N)c(N(CCOC)C(=O)c2ccc(S(=O)(=O)N(CC)c3ccccc3)cc2)c(=O)[nH]c1=O,0,2,0,-3,11,-0.2,6,-4,6
CC1CC(C)CN(CC(=O)Nc2cc(S(=O)(=O)N3CCOCC3)ccc2N2CCCC2)C1 (stereo not drawn),6,/,0,/,-1,-0.1,8,0,-4
Cc1ccccc1C1NC(=O)c2ccccc2O1 (stereo not drawn),-4,-1,0,-6,-12,3.3,-2,3,-122
CSCC(C)N1CCC(n2nccc2NC(=O)CCOc2ccccc2)CC1 (stereo not drawn),-2,1,0,-21,1,2.9,9,1,9
CC(=O)Nc1nnc(S(N)(=O)=O)s1,-1,4,0,6,-2,0.2,6,-2,21
Cc1cccc(/C=N/NC(=O)CNc2cccc3ccccc23)n1,-2,-3,0,-3,4,2.4,3,12,6
CCOC(=O)c1c(S(=O)(=O)NCC(C)c2ccccc2)c(C)n(C)c1C (stereo not drawn),-2,-3,0,8,-8,2.0,9,3,4
CCCCn1c(N)c(N(CC)C(=O)CCNC(=O)NC23CC4CC(CC(C4)C2)C3)c(=O)[nH]c1=O,9,-2,1,-2,0,-0.5,6,-8,0
Nc1cc(=O)[nH]c(SCC(=O)NC2CCCCCCC2)n1,-3,/,2,/,4,/,14,/,-22
CCOc1ccc(C(=O)n2cc(C(=O)OC)c3ccccc32)cc1OCC,2,0,0,-1,16,2.8,-3,-1,11
C/C(=N/NC(=O)CNC(=O)c1cccnc1)c1ccc([N+](=O)[O-])cc1,-9,4,0,2,11,2.5,-4,-2,34
COCCNC(=O)C1CC(c2cccc([N+](=O)[O-])c2)=NO1 (stereo not drawn),14,-1,2,-4,30,2.9,-3,5,22
COc1ccc(N(C)C(=O)Cc2c(C(=O)O)[nH]c3ccccc23)c(OC)c1,-1,1,0,3,-8,-0.6,-20,1,6
Fc1cccc(F)c1/C=C/c1ccc2ccccc2n1,5,-1,0,-1,-3,2.6,-1,-2,-2
Cc1ccc(-c2nnc(-c3ccccc3)o2)cc1,3,3,0,6,4,-1.6,10,-4,1
CCc1ccccc1NC(=S)N(CCN1CCCCC1)Cc1ccco1,-6,4,1,-4,8,-1.3,-1,0,6
CCN1C(=O)Cc2cc(S(=O)(=O)NCCc3ccccc3)ccc21,-9,0,2,14,5,-1.6,6,1,3
COc1ccc(-c2cc(C(F)(F)F)n3nc(C(=O)NCc4ccco4)cc3n2)cc1,60*,3,1,13,-6,1.2,42*,2,1
Cc1ccc(N2CC(C(=O)Nc3cccnc3)CC2=O)cc1C (stereo not drawn),6,1,1,1,-16,0.6,3,-1,0
Cc1ccc(N=Nc2cc(C)ccc2N)cc1,-13,0,1,-5,-15,2.5,-2,-5,5
CC1=CC(C)(C)NC(=S)N1C(C)c1ccccc1 (stereo not drawn),3,1,3,7,12,0.9,-5,-4,2
CCN(CC)S(=O)(=O)c1ccc(N2CCN(C)CC2)c(NC(=O)Nc2ccccc2F)c1,4,-6,0,-20,6,2.2,-11,1,5
CCOC(=O)N1CCN(CC(O)c2c[nH]c3ccccc23)CC1 (stereo not drawn),9,3,2,8,-1,-2.2,1,-5,8
O=C(Nc1ccc(F)cc1)c1cccc(N2C(=O)C3C4CCC(C4)C3C2=O)c1 (stereo not drawn),9,-5,0,-1,-12,2.2,11,0,4
CCCc1nc2ccccc2n1CCOc1ccccc1,3,3,0,-4,-4,1.1,4,0,-1
COCCNC(=O)c1cn(C)c2ccc(S(=O)(=O)N3CCCCC3)cc2c1=O,-4,4,13,5,-3,0.7,7,-4,9
Cc1ccc(CSc2nnc(C(F)(F)F)n2Cc2ccc(F)cc2)cc1,-3,4,0,1,-2,4.8,-5,5,3
CCOc1ccc2nc(-c3ccccc3)nc(SCC(=O)Nc3ncc(C)s3)c2c1,6,-1,2,8,-3,1.2,5,-7,-6
COc1ccc(C(=O)NCc2cn3ccccc3n2)cc1,5,-2,0,-3,0,1.3,13,-4,11
Cc1cc(C)n2nc(SCc3ccc(F)cc3Cl)nc2n1,-2,-1,3,8,-13,-0.1,3,-2,-3
COc1ccc2nc(NC(=O)c3cc(C)oc3C)sc2c1,9,1,1,6,8,-0.3,-5,-5,8
Cc1c(O)c(S(=O)(=O)c2ccccc2)c(=O)n(-c2ccccc2)c1-c1ccccc1,-1,-3,3,9,5,0.8,-2,-4,-1
CCN(CC)CCNC(=O)CS(=O)Cc1nc(-c2ccc(C)cc2)oc1C (stereo not drawn),-6,-8,1,-1,-2,2.8,2,-7,0
COc1c(OC2OC(C(=O)O)C(O)C(O)C2O)cc(O)c2c(=O)cc(-c3ccccc3)oc12 (stereo not drawn),8,1,0,-6,12,1.9,2,2,-5
COc1ccc(Cc2nnc(NC(=O)CS(=O)(=O)Cc3ccccc3)s2)cc1,5,-4,2,12,5,3.3,-5,0,7
CCOC(=O)C(NC(=O)c1cccc(Cl)c1)(Nc1sc2c(c1C(N)=O)CCC2)C(F)(F)F (stereo not drawn),-2,-1,0,1,1,-0.2,-4,-6,4
CCOC(=O)c1sc(=S)n(-c2ccccc2)c1N,6,-2,1,-2,1,0.5,-1,-1,-2
CCOC(=O)/C=C1/N(C)c2ccccc2C1(C)C,5,0,3,-1,-5,2.2,1,-1,-1
COC(=O)CN(C#N)c1nc(NC(C)C)nc(OC)n1,-1,80*,0,-5,-12,3.9,10,-7,0
CCOC(=O)C1CCN(C(=O)C2CCN(c3nc4ccc(OC)cc4s3)CC2)CC1,7,1,1,-1,-12,0.5,4,-2,-23
O=C(N/N=C/c1c[nH]c2ccccc12)c1ccc2c(c1)OCCO2,12,1,3,-4,2,2.0,10,-3,5
Cc1cc(C(=O)NC2CC(C)(C)Cc3c2cnn3-c2ccc(F)cc2)no1 (stereo not drawn),5,1,1,7,7,-0.4,-7,-2,0
O=C(CCc1nc2ccccc2c(=O)[nH]1)Nc1nc(-c2cccs2)cs1,-6,1,20,5,-3,0.1,0,3,11
Cc1cccc(Oc2ccc(N)cc2)c1,5,-3,0,1,2,2.8,1,2,11
Cn1c(-c2ccc3c(c2)OCO3)c(C(=O)O)c(=O)c2ccccc21,1,-1,0,-4,-4,-1.2,-2,-1,17
O=C(C1=C(O)C(=O)N(CCOCCO)C1c1ccccn1)c1cccs1 (stereo not drawn),-5,2,0,2,2,-1.0,-21,-1,10
CC12COC3(C(N)=O)CC1CCC32C (stereo not drawn),3,-2,0,11,-1,0.3,-7,-7,11
CCCCOC(=O)C(C#N)c1nc2ccccc2nc1N1CCOCC1 (stereo not drawn),-2,5,6,-11,3,0.2,-2,0,21
O=C1OCC(c2ccccc2)=C1c1ccccc1[N+](=O)[O-],-4,1,2,2,5,-0.7,7,4,1
